Myeloid diff 2 – promotes myeloid progenitor differentiation. ER-HoxA9 myeloid progenitors, lysozyme-GFP differentiation, flow cytometry. calls only at 10 µM. hit rate 1% among 360,000. AID 624256;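 active means normalized GFP-positive differentiation at or above the plate's own cutoff, the solvent-only control mean plus 3 SD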;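 further: cells exposed to compound for four days before flow analysis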
Myeloid diff 2 GFP+ MAC1+ % – further read-out of Myeloid diff 2, marked with its call; GFP+ MAC1+ double positive, %; measured here: differentiation confirmed by MAC1 staining
Numbers without * were called inactive.

Screening COc1ccccc1CC(=O)N(CCC1=CCCCC1)c1c(N)n(Cc2ccccc2)c(=O)[nH]c1=O returned Myeloid diff 2 inactive and Myeloid diff 2 GFP+ MAC1+ % 0.2.
CC(C)C(=O)Nc1cccc(COc2ccccc2CN(Cc2ccccc2)C(=O)OC(C)(C)C)c1 was read as Myeloid diff 2 inactive and Myeloid diff 2 GFP+ MAC1+ % 1.1.
Cc1cccnc1NS(=O)(=O)c1ccccc1 was read as Myeloid diff 2 inactive and Myeloid diff 2 GFP+ MAC1+ % 0.4.
Screening Cc1cc(NC(=O)COC(=O)c2cnccn2)ccc1Br returned Myeloid diff 2 inactive and Myeloid diff 2 GFP+ MAC1+ % 0.6.
COc1ccc(Cl)cc1C(=O)NNC(=O)CCNC(=O)c1ccccc1 was read as Myeloid diff 2 inactive and Myeloid diff 2 GFP+ MAC1+ % 1.7.
COC(=O)[C@]12CCCCC=C1N(Cc1ccc(Cl)cc1Cl)C(=O)[C@H](CC(=O)NCc1ccc(OC)c(OC)c1)C2 was read as Myeloid diff 2 inactive and Myeloid diff 2 GFP+ MAC1+ % 1.0.
COc1ccc(C(O)(c2ccccc2)C(C(=O)O)c2ccccc2)cc1 (stereo not given) was read as Myeloid diff 2 inactive and Myeloid diff 2 GFP+ MAC1+ % 0.6.
Screening Cc1[nH]c2ccc(C(=O)OC(C)C(=O)N(C)c3ccccc3)cc2c1C (stereo not given) returned Myeloid diff 2 inactive and Myeloid diff 2 GFP+ MAC1+ % 0.9.
`CCCS(=O)(=O)NC(=O)C1(C)CCCN(C(=O)c2cc(C)on2)C1` (stereo not given) gave Myeloid diff 2 inactive and Myeloid diff 2 GFP+ MAC1+ % 0.6.
Screening C[C@H](c1ccccc1)N1C[C@H](COCc2ccccc2)Oc2cc(N3CC[C@@H](O)C3)ccc2S1(=O)=O returned Myeloid diff 2 inactive and Myeloid diff 2 GFP+ MAC1+ % 1.1.
For COc1cccc(-c2cnc3c(NC(C)=O)cc(-c4cccc(NC(C)=O)c4)cn23)c1 the results were Myeloid diff 2 inactive and Myeloid diff 2 GFP+ MAC1+ % 1.6.
For Cc1ccc(S(=O)(=O)NCCC(=O)Nc2ncccc2O)cc1C the results were Myeloid diff 2 inactive and Myeloid diff 2 GFP+ MAC1+ % 1.4.

Sorted by count of non-hydrogen atoms (highest first): some entries from above.
Screening COc1ccccc1CC(=O)N(CCC1=CCCCC1)c1c(N)n(Cc2ccccc2)c(=O)[nH]c1=O returned Myeloid diff 2 inactive and Myeloid diff 2 GFP+ MAC1+ % 0.2.
For COc1cccc(-c2cnc3c(NC(C)=O)cc(-c4cccc(NC(C)=O)c4)cn23)c1 the results were Myeloid diff 2 inactive and Myeloid diff 2 GFP+ MAC1+ % 1.6.
COc1ccc(C(O)(c2ccccc2)C(C(=O)O)c2ccccc2)cc1 (stereo not given) was read as Myeloid diff 2 inactive and Myeloid diff 2 GFP+ MAC1+ % 0.6.
`CCCS(=O)(=O)NC(=O)C1(C)CCCN(C(=O)c2cc(C)on2)C1` (stereo not given) gave Myeloid diff 2 inactive and Myeloid diff 2 GFP+ MAC1+ % 0.6.
Screening Cc1cc(NC(=O)COC(=O)c2cnccn2)ccc1Br returned Myeloid diff 2 inactive and Myeloid diff 2 GFP+ MAC1+ % 0.6.
Cc1cccnc1NS(=O)(=O)c1ccccc1 was read as Myeloid diff 2 inactive and Myeloid diff 2 GFP+ MAC1+ % 0.4.

Going on with the list:
Screening Nc1cccc(C(=O)c2ccccc2C(=O)O)c1 returned Myeloid diff 2 inactive and Myeloid diff 2 GFP+ MAC1+ % 0.6.
`CCCOc1ccc(C=Nc2ccc(OC)c(S(=O)(=O)N3CCOCC3)c2)c(O)c1` gave Myeloid diff 2 inactive and Myeloid diff 2 GFP+ MAC1+ % 0.7.
For NC(=O)NN=C1CCN2CCCc3cccc1c32 the results were Myeloid diff 2 inactive and Myeloid diff 2 GFP+ MAC1+ % 1.1.
Screening CCC(C)Sc1cccc(-c2nc3ccc(Cl)cn3c2NCc2ccccc2)c1 (stereo not given) returned Myeloid diff 2 inactive and Myeloid diff 2 GFP+ MAC1+ % 1.2.
For COc1ccc(OCC(=O)Nc2ccc3c(c2)CCC3)cc1 the results were Myeloid diff 2 inactive and Myeloid diff 2 GFP+ MAC1+ % 0.3.
`C[C@@H]1CN([C@H](C)CO)C(=O)CCCn2nncc2CO[C@H]1CN(C)S(=O)(=O)c1ccc(C#N)cc1` gave Myeloid diff 2 inactive and Myeloid diff 2 GFP+ MAC1+ % 1.4.
For O=C(Nc1cccc2c(=O)[nH][nH]c(=O)c12)c1ccc([N+](=O)[O-])cc1 the results were Myeloid diff 2 inactive and Myeloid diff 2 GFP+ MAC1+ % 1.5.
`CC(=O)CC1c2cc(F)ccc2C=C(c2ccsc2)N1c1ccc(C#Cc2cncn2C)cc1` (stereo not given) gave Myeloid diff 2 inactive and Myeloid diff 2 GFP+ MAC1+ % 0.8.
COc1ccc(S(=O)(=O)N2CCOC23CCN(S(=O)(=O)c2ccc(F)cc2C)CC3)cc1 was read as Myeloid diff 2 inactive and Myeloid diff 2 GFP+ MAC1+ % 1.6.
For CCOc1ccc(CCN2C(=O)C(=O)N([C@@H](CC(C)C)CN3CCC[C@H]3CN3C(=O)C(=O)NC[C@@H]3CC(C)C)C[C@@H]2CC(C)C)cc1 the results were Myeloid diff 2 inactive and Myeloid diff 2 GFP+ MAC1+ % 1.7.
For CC[C@]12c3[nH]c4ccccc4c3CCN1C(=O)C(CC(=O)NCCN1CCOCC1)C[C@@H]2C(=O)N1CCN(C(=O)c2ccco2)CC1 (stereo not given in full) the results were Myeloid diff 2 inactive and Myeloid diff 2 GFP+ MAC1+ % 0.8.
For NC(=O)c1cccc(-c2cccc3nccn23)c1 the results were Myeloid diff 2 inactive and Myeloid diff 2 GFP+ MAC1+ % 0.2.
For COCCNc1nc2cc(-c3ccccc3OC)sc2c(=O)n1C the results were Myeloid diff 2 inactive and Myeloid diff 2 GFP+ MAC1+ % 0.5.
For CN(CC(=O)Nc1cccc(F)c1)C(=O)CCCNC(=O)c1ccc(Cl)cc1 the results were Myeloid diff 2 inactive and Myeloid diff 2 GFP+ MAC1+ % 0.5.
For CC(=O)N1CCN(S(=O)(=O)c2cccc(C(=O)Nc3ccccc3N3CCCCC3)c2)CC1 the results were Myeloid diff 2 inactive and Myeloid diff 2 GFP+ MAC1+ % 0.9.
`COC(=O)C1=C(C)N(Cc2ccccc2)C(=NCc2cc(OC)c(OC)c(OC)c2)N[C@H]1c1ccc(Br)cc1` gave Myeloid diff 2 inactive and Myeloid diff 2 GFP+ MAC1+ % 2.5.
Cc1cccc(NS(=O)(=O)c2cccc(C(=O)N3CCC3)c2)c1 was read as Myeloid diff 2 inactive and Myeloid diff 2 GFP+ MAC1+ % 0.6.
CCCCNC(=O)C1c2ccccc2OCC(=O)N1Cc1cccnc1 (stereo not given) was read as Myeloid diff 2 inactive and Myeloid diff 2 GFP+ MAC1+ % 0.6.
`COCCCN(C(=O)C1CCCCC1)c1c(N)n(Cc2ccccc2)c(=O)[nH]c1=O` gave Myeloid diff 2 inactive and Myeloid diff 2 GFP+ MAC1+ % 0.6.
Screening CNC(=O)C[C@H]1C(=O)N(CCc2ccccc2)C[C@@H]1Cc1ccccc1 returned Myeloid diff 2 inactive and Myeloid diff 2 GFP+ MAC1+ % 0.6.
COc1cc(C(=O)NNC(=O)COc2ccc(C)cc2)ccc1OCC(=O)N1CCOCC1 was read as Myeloid diff 2 inactive and Myeloid diff 2 GFP+ MAC1+ % 1.1.
Screening C[C@H](CO)N1C[C@H](C)[C@@H](CN(C)Cc2ccc(Cl)c(Cl)c2)OCCCC[C@H](C)Oc2ccc(NC(=O)CCC(F)(F)F)cc2C1=O returned Myeloid diff 2 inactive and Myeloid diff 2 GFP+ MAC1+ % 0.4.
`COc1ccc(OCCCC(=O)Nc2cc(S(=O)(=O)N3CCCCC3)ccc2OC)cc1` gave Myeloid diff 2 inactive and Myeloid diff 2 GFP+ MAC1+ % 0.8.
`COc1ccc(S(=O)(=O)N2CCc3ccccc32)cc1C(=O)NCCc1ccc(S(N)(=O)=O)cc1` gave Myeloid diff 2 inactive and Myeloid diff 2 GFP+ MAC1+ % 1.0.
For CCNc1nc2c(cnn2C)c(=O)[nH]1 the results were Myeloid diff 2 inactive and Myeloid diff 2 GFP+ MAC1+ % 0.6.
Screening CC(C)C[C@@H](CN1CCCC1CN1C(=S)NC[C@@H]1Cc1ccccc1)N1C[C@H](Cc2ccccc2)N(CC2CCCCC2)C1=S (stereo not given in full) returned Myeloid diff 2 inactive and Myeloid diff 2 GFP+ MAC1+ % 0.3.
For O=C(NCc1ccccn1)[C@@H]1CCCN1C(=O)[C@@H]1CCCN1C(=O)c1cccc2ccccc12 the results were Myeloid diff 2 inactive and Myeloid diff 2 GFP+ MAC1+ % 0.7.
CC(C)(C)OC(=O)N1CCC(NC(=O)c2nc[nH]c2C(=O)N2CCN(c3ccccc3)CC2)CC1 was read as Myeloid diff 2 inactive and Myeloid diff 2 GFP+ MAC1+ % 2.9.
`OC[C@@H]1[C@@H](c2ccc(Cl)cc2)C(c2ccc(F)cc2)=NN1c1ccccc1` gave Myeloid diff 2 inactive and Myeloid diff 2 GFP+ MAC1+ % 0.7.
For CCOc1ccc(NC(=O)c2ccc(NC(=O)CN3C(=O)C(=O)N(CC(C)C)C3=O)cc2)cc1 the results were Myeloid diff 2 inactive and Myeloid diff 2 GFP+ MAC1+ % 0.4.
CCCCn1c(N)c(N(Cc2ccccc2OC)C(=O)C2=COCCO2)c(=O)[nH]c1=O was read as Myeloid diff 2 inactive and Myeloid diff 2 GFP+ MAC1+ % 0.2.
For O=C(CN1C(=O)NC2(CCCC2)C1=O)OCc1ccc(Cl)cc1Cl the results were Myeloid diff 2 inactive and Myeloid diff 2 GFP+ MAC1+ % 0.2.
COc1ccccc1NS(=O)(=O)c1cccc(C(=O)NCC(c2cccs2)N(C)C)c1 (stereo not given) was read as Myeloid diff 2 inactive and Myeloid diff 2 GFP+ MAC1+ % 1.3.
Screening CCc1nc2c(OCc3cccc(OC)c3)cccn2c1N(C)C(=O)C(C)C returned Myeloid diff 2 inactive and Myeloid diff 2 GFP+ MAC1+ % 0.4.
Fc1ccc(-c2nc3c(Cl)cc(C(F)(F)F)cn3c2Cc2ccccc2)cc1 was read as Myeloid diff 2 inactive and Myeloid diff 2 GFP+ MAC1+ % 0.8.
COc1ccc(C(O)c2ncc(-c3ccccc3C)[nH]2)cc1 (stereo not given) was read as Myeloid diff 2 inactive and Myeloid diff 2 GFP+ MAC1+ % 1.3.
Screening COc1ccc(S(=O)(=O)NCC(c2ccc(F)cc2)N2CCOCC2)cc1Br (stereo not given) returned Myeloid diff 2 inactive and Myeloid diff 2 GFP+ MAC1+ % 0.8.
For Cc1c(C(=O)NC(=S)N(Cc2ccccc2)c2ccccn2)cccc1[N+](=O)[O-] the results were Myeloid diff 2 inactive and Myeloid diff 2 GFP+ MAC1+ % 1.0.
`COc1ccc(-c2ccc(C(=O)Nc3cccc(Oc4ccccc4)c3)c3occc23)c(C)c1` gave Myeloid diff 2 inactive and Myeloid diff 2 GFP+ MAC1+ % 0.9.
For COc1ccccc1CN(C)C(=O)c1ccccc1SCC(=O)N1CCCC1 the results were Myeloid diff 2 inactive and Myeloid diff 2 GFP+ MAC1+ % 0.4.
COC(=O)C[C@H](NC(=O)Cn1cnc(C(=O)Nc2ccc(C)c(C)c2)n1)C(=O)OC was read as Myeloid diff 2 inactive and Myeloid diff 2 GFP+ MAC1+ % 0.5.
For COc1cccc(NC(=O)CSc2nnc(C3CCCCC3)n2N)c1 the results were Myeloid diff 2 inactive and Myeloid diff 2 GFP+ MAC1+ % 0.6.
CC(C)C(NS(=O)(=O)c1cccc(C(F)(F)F)c1)C(=O)NCc1cccs1 (stereo not given) was read as Myeloid diff 2 inactive and Myeloid diff 2 GFP+ MAC1+ % 1.1.
For Cc1ccc(C(=O)NCCCN2CCOCC2)cc1 the results were Myeloid diff 2 inactive and Myeloid diff 2 GFP+ MAC1+ % 0.7.
Screening Nc1cccc(-c2c[nH]c3ncc(-c4cccnc4)cc23)c1 returned Myeloid diff 2 inactive and Myeloid diff 2 GFP+ MAC1+ % 1.1.
For O=C(CN1C(=O)NC2(CCc3ccccc32)C1=O)c1ccc(Br)s1 (stereo not given) the results were Myeloid diff 2 inactive and Myeloid diff 2 GFP+ MAC1+ % 1.1.
Screening Cc1ccc(S(=O)(=O)Nc2cccc(S(=O)(=O)N3CCCC3)c2)cc1C returned Myeloid diff 2 inactive and Myeloid diff 2 GFP+ MAC1+ % 0.8.
Screening CC1CCCCC12NC(=O)N(CC(=O)NCCc1c[nH]c3ccccc13)C2=O (stereo not given) returned Myeloid diff 2 inactive and Myeloid diff 2 GFP+ MAC1+ % 0.7.
N#Cc1ccc(-c2nc3ccc(Br)cn3c2Cc2ccccc2C(F)(F)F)cc1 was read as Myeloid diff 2 inactive and Myeloid diff 2 GFP+ MAC1+ % 1.0.
Screening CCOC(=O)N1CCN(C(C(=O)NC2CCCC2)C(C)C)CC1 (stereo not given) returned Myeloid diff 2 inactive and Myeloid diff 2 GFP+ MAC1+ % 1.1.
O=C(COC(=O)c1ccc2ncsc2c1)NCc1cccc(Cl)c1 was read as Myeloid diff 2 inactive and Myeloid diff 2 GFP+ MAC1+ % 0.1.
O=C(O)c1ccc(Oc2ccc([N+](=O)[O-])cc2)c([N+](=O)[O-])c1 was read as Myeloid diff 2 inactive and Myeloid diff 2 GFP+ MAC1+ % 0.8.
For O=c1c(-c2ccccc2)nc2ccccc2n1C(c1ccccc1)c1nc2ccccc2[nH]1 (stereo not given) the results were Myeloid diff 2 inactive and Myeloid diff 2 GFP+ MAC1+ % 1.6.

The list is partial (hit frequency here may not be typical).
